RORgamma inh: qHTS for inhibitors of ROR gamma transcriptional activity; Nuclear receptor ROR-gamma (Mus musculus), P51450; Drosophila S2 Gal4-RORgamma UAS-luciferase reporter, 20 h; Potency, µM (top dose mostly 53.6 µM), for the others: top-dose activity change, negative = inhibition, actives largely listed as inhibitors; 5.4% of 310,000 active; further: potency means the concentration at half of the fitted maximal effect; on the % scale 0 is the no-effect control and ±100 the full control effect; nearly all actives have a fitted effect of over 60% in size
Target sequence (P51450 whole entry, looked up, the tested form may be a part): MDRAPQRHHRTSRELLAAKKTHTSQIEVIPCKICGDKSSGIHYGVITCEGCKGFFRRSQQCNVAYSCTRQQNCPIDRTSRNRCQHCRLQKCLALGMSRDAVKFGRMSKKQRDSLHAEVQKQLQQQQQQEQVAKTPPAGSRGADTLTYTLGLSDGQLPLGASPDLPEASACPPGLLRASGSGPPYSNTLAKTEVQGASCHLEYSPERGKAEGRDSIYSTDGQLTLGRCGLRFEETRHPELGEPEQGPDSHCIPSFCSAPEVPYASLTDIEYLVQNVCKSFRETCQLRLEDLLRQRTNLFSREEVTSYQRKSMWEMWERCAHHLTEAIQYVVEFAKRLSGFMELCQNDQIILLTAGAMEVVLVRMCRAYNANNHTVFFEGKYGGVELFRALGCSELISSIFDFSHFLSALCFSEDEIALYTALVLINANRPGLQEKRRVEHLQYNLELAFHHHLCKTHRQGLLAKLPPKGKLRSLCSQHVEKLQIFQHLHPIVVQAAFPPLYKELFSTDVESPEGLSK
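Luciferase reporter read in Schneider cells carrying Gal4-RORγ (mouse) and UAS-Photinus luciferase; cells given compound 1 h before 700 uM copper sulfate induction, then incubated 20 h at ambient temperature.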
Menin MLL FP TR: qHTS Assay for Inhibitors Targeting the Menin-MLL Interaction in MLL Related Leukemias: Competition With Texas Red Labeled MLL-derived Mutant Peptide. O00255. Menin + Texas Red MLL mutant peptide, fluorescence polarization. Potency, µM (doses to about 61.6 µM), inactives show top-dose FP activity change, negative = inhibition, most hits filed as inhibitors. 0.23% of 270,000 active; active means well fitted inhibition curve with a large enough effect in the polarisation, with a control signal flat, not every such curve was filed as active; inconclusive means small, poorly fitted or top-dose-only effect, or effect the other way, or a change in a side signal; inactive means no such curve, though single readings can be large or run the other way; the % refers to the polarisation; further: potency means the concentration at half of the fitted maximal effect; % of control where 0% means no effect; many of its hits are not listed in these tables
Target sequence (O00255 whole entry, looked up): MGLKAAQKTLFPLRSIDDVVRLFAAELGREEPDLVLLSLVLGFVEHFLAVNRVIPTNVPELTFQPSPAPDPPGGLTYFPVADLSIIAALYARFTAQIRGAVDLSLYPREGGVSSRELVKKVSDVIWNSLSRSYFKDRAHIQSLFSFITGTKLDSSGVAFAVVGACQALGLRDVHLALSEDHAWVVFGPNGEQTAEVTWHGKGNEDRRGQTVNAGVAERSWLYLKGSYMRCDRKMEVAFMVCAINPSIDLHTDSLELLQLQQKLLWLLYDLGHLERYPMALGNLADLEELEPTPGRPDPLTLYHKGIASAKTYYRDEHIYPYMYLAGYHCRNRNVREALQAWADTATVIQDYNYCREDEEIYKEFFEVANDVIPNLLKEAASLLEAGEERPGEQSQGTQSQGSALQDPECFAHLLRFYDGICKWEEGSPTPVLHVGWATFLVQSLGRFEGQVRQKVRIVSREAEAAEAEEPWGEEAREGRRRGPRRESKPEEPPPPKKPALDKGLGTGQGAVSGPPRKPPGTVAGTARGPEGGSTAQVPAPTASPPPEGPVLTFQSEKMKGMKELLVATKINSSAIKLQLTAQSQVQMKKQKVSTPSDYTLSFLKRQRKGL
BRCA1 expr act: qHTS Assay to Identify Small Molecule Activators of BRCA1 Expression. MCF7-BRCA1-FFLuc reporter, luminescence, 48 h; response scale: scaled: vehicle 0%, 10 µM genistein 100%. Potency, µM (titrated, usually from 46.1 µM), inactives show at the highest dose activation, hits mostly activators. 1.1% of 380,000 active; further: potency means the concentration at half of the fitted maximal effect; nearly all actives have a fitted effect of over 80% in size; some results filed as inactive show a strong effect at the top dose
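MCF7-BRCA1-FFLuc cells, 2000/well in phenol-red-free MEM, attached 2 h then treated 48 h at 37 C. Luciferase luminescence read 15 min after reagent; normalized to genistein maximum activation (10microM) and DMSO, concentration-response fitted.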
NPC1 promoter act: qHTS Assay for NPC1 Promoter Activators; Huh7 NPC1 promoter luciferase reporter, 24 h; Potency, µM (series often up to 9.22 µM), for the others: at the top dose activation, most hits filed as activators; 2.4% of 320,000 active;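 further: potency means the concentration at half of the fitted maximal effect; % of control where 0% means no effect; nearly all actives have a fitted effect of over 60% in size; reporter is driven by a mutant NPC1 promoter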
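Luciferase expression driven by the NPC1 promoter was measured in stably transfected Huh7 cells after a 24 h compound incubation, using a luciferase reagent and a luminescence read.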
PKM2 act: qHTS Assay for Activators of Human Muscle isoform 2 Pyruvate Kinase | 0.34% of 260,000 active | purified PKM2, Kinase-Glo ATP luminescence, activation; response scale: 0% is enzyme alone, no compound | Potency, µM (doses to about 57.5 µM), for inactives: top-dose activation, usual class: activators | Pyruvate kinase PKM (Homo sapiens), P14618; further: potency means the concentration at half of the fitted maximal effect; on the % scale 0 is the no-effect control and ±100 the full control effect; nearly all actives have a fitted effect of over 55% in size
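Kinase-Glo luminescence reports ATP generated from ADP (0.1 mM) and PEP (0.5 mM) by purified hPK-M2 after 1 h at room temperature, pH 7.2 imidazole buffer; intermediate enzyme activity allows detecting inhibitors and activators.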
Rab9 prom act: qHTS Assay for Rab9 Promoter Activators | Potency, µM (top dose mostly 9.22 µM), without a hit: at the highest dose activation, negative = inhibition, hits mostly activators | AID 485297, 2010 | Huh7 Rab9 promoter-luciferase reporter, luminescence, 24 h | 2.8% of 320,000 active; further: potency means the concentration at half of the fitted maximal effect; % of control where 0% means no effect; nearly all actives have a fitted effect of over 60% in size
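Stable Rab9-luc Huh7, 1500 cells/well, 2 h settle; cmpd in DMSO, 24 h, 37 °C/5% CO2; luciferase reagent 10 min RT; luminescence.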
FLuc modulator: qHTS profiling assay for firefly luciferase inhibitor/activator using purifed enzyme and Km concentrations of substrates (counterscreen for miR-21 project) | Luciferin 4-monooxygenase (Photinus pyralis), P08659 | purified FLuc, Km substrates, luminescence inhibition | Potency, µM (titrated, usually from 57.5 µM), without a hit: at the highest dose activity change, negative = inhibition, actives largely listed as inhibitors | 6.9% of 360,000 active | AID 588342, 2011;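 further: potency means the concentration at half of the fitted maximal effect; plate controls were vehicle for no effect and reference inhibitor for full effect; nearly all actives have a fitted effect of over 55% in size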
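Purified P. pyralis luciferase, 10 nM final, with Km-level 10 uM D-luciferin and 10 uM ATP in 50 mM Tris acetate pH 7.5, 10 mM Mg acetate, 0.01% Tween-20, 0.05% BSA; 6-point qHTS titration about 60 µM downward; luminescence read.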
Gal4-VP16 FLuc: VP16 counterscreen qHTS for inhibitors of ROR gamma transcriptional activity. AID 2546, 2010. Potency, µM (top dose mostly 53.6 µM), for the others: at the highest dose activity, negative = inhibition, most hits filed as inhibitors. 3.5% of 310,000 active. Drosophila S2 Gal4-VP16 UAS-luciferase, luminescence, 20 h;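 further: Gal4-VP16 expression switched on by copper sulfate through the metallothionein promoter; potency means the concentration at half of the fitted maximal effect; on the % scale 0 is the no-effect control and ±100 the full control effect; nearly all actives have a fitted effect of over 50% in size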
ELG1 genotox: qHTS screen for small molecules that induce genotoxicity in human embryonic kidney (HEK293T) cells expressing luciferase-tagged ELG1; HEK293T ELG1-luciferase reporter, luminescence, 16 h; Potency, µM (series often up to 46 µM), inactives show at the highest dose activity change, positive = activation, hits mostly activators; 1.3% of 330,000 active; AID 504466, 2011; further: potency means the concentration at half of the fitted maximal effect; % of control where 0% means no effect; nearly all actives have a fitted effect of over 60% in size
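Luminescence read-out: rising ELG1-luciferase signal, reflecting elevated ELG1 protein under genetic stress, flags genotoxic compounds. Cells were treated for 16 hr at 37 °C before ONE-Glo detection.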
Giardia killer: Small Molecules that selectively kill Giardia lamblia: qHTS; Giardia lamblia trophozoite viability; activity change, % at 7.66 µM, hits read low; 0.15% of 340,000 active; AID 540267, 2011; in the data active means activity change below about -80%; inconclusive means between about -30% and that limit;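 further: parasites exposed to compound for two days anaerobically before the ATP read; on the % scale 0 is the no-effect control and ±100 the full control effect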
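Each well holds 100 Giardia trophozoites and compound. After two days (48 hrs) at 37 deg C in anaerobic conditions, ATP is quantified by luminescence.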
p53 reactivation: qHTS assay for re-activators of p53 using a Luc reporter. 0.063% of 320,000 active. AID 504706, 2011. Potency, µM (doses to about 92.2 µM), without a hit: top-dose activity change, positive = activation, most hits filed as activators. H1299 p53-A138V BP100-luciferase reporter, luminescence, 24 h; further: potency means the concentration at half of the fitted maximal effect; % of control where 0% means no effect; nearly all actives have a fitted effect of over 45% in size
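H1299 (p53-null), stable ts p53-A138V + BP100-Luc; 1000 cells/well, Opti-MEM/10% FBS; cpd 4 pt, 1:5; 24 h, 37 deg C, 5% CO2; detection reagent 10 min RT; luminescence.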
An asterisk follows results filed as active; ? = inconclusive; . = not tested or not shown; [ ] = another dose, or the depositor's remark. Unless noted, the call rests on the fitted dose curve; in most records, active means well fitted curve in the direction sought with a large enough effect; inconclusive means small, poorly fitted or top-dose-only effect, or another doubt; inactive means no such curve, though single readings can be large; an effect the other way counts as inactive or inconclusive.

SMILES | RORgamma inh | Menin MLL FP TR | BRCA1 expr act | NPC1 promoter act | PKM2 act | Rab9 prom act | FLuc modulator | Gal4-VP16 FLuc | ELG1 genotox | Giardia killer | p53 reactivation
COc1ccc(/C=N/OCC(=O)N2CC3(C)CC2CC(C)(C)C3)cc1 (configuration not stated) | 0% | -18% | -10% | 13% | -9% | 6% | 0% | -2% | -8% | -10 | 2%
O=C(NCc1ccc2c(c1)OCO2)c1nn2cccnc2c1Cl | 9% | 1% | 19% | . | 9% | . | 4% | 3% | . | -7 | .
COc1ccc(C(=O)OCn2nnc3ccccc3c2=O)cc1OC | 17% | 1% | -3% | -12% | -3% | -1% | 2% | -14% | 1% | -6 | 1%
COC(=O)C1CCN(c2cc(=O)n(-c3ccc(OC)cc3)c(=O)[nH]2)CC1 | 39% | -8% | 1% | 1% | 3% | 3% | -1% | 4% | 0% | 8 | -7%
CCC1(c2ccc(OC)cc2)NC(=O)N(CC(=O)N2CCc3ccccc32)C1=O (configuration not stated) | . | . | -23% | -4% | . | -1% | 4% | . | 2% | 14 | -4%
O=C(CCCc1nc2ccccc2s1)NCc1cccnc1 | 12% | 0% | -24% | 4% | 0% | 6% | -2% | 1% | 14% | 6 | 1%
CC1CCCCC12NC(=O)N(CC(=O)Nc1ccccc1F)C2=O (configuration not stated) | . | . | 8% | -4% | . | 2% | 2% | . | -4% | 11 | 0%
COC(=O)CN(Cc1ccco1)S(=O)(=O)c1ccccc1 | 16% | 9% | -2% | 0% | 11% | -3% | 2% | 1%[0.365 µM] | -3% | -3 | 3%
CCOC(=O)N1CCC(NC(=O)c2ccc3c(c2)sc2nc(-c4ccccc4)cn23)CC1 | ? | . | -17% | ? | 9% | 6% | ? | -3% | 14% | -7 | 8%
O=c1[nH]c2sc3c(c2c2nncn12)CCCC3 | 4% | -15% | -4% | -1% | -2% | 2% | -14% | -9% | -7% | -12 | 3%
CC1CC(C)CN(CCCNC(=O)c2ccc3c(c2)NC(=O)C(N2CCCCC2)S3)C1 (configuration not stated) | -17% | -19% | -45% | -6% | -2% | -9% | 0% | -24% | ? | -1 | ?
COCc1cc(C)nc2sc3c(=O)oc(C)nc3c12 | -37% | -9% | 9% | -1% | -9% | 14% | 0% | -9% | -3% | -4 | 1%
COc1cc2oc(=O)ccc2cc1[C@@H](O)[C@@H]1OC(C)(C)OC1(C)C | . | . | -10% | -5% | . | 0% | -2% | . | 1% | 0 | -12%
CC(=O)Nc1ccc(NC(=O)CCCc2c[nH]c3ccccc23)cc1 | 12% | -3% | -14% | 2% | 3% | -4% | -2% | -5% | 0% | -9 | -2%
CCOc1ccc(C2c3c(oc4ccccc4c3=O)C(=O)N2CCCN2CCOCC2)cc1OCC (configuration not stated) | 11% | -9% | -5% | -3% | 13% | -4% | 3% | 5% | 13% | 9 | 1%

Filtered by structure, those above with a thiophene ring, fused or not
SMILES | RORgamma inh | Menin MLL FP TR | BRCA1 expr act | NPC1 promoter act | PKM2 act | Rab9 prom act | FLuc modulator | Gal4-VP16 FLuc | ELG1 genotox | Giardia killer | p53 reactivation
O=c1[nH]c2sc3c(c2c2nncn12)CCCC3 | 4% | -15% | -4% | -1% | -2% | 2% | -14% | -9% | -7% | -12 | 3%
COCc1cc(C)nc2sc3c(=O)oc(C)nc3c12 | -37% | -9% | 9% | -1% | -9% | 14% | 0% | -9% | -3% | -4 | 1%

Continued.
SMILES | RORgamma inh | Menin MLL FP TR | BRCA1 expr act | NPC1 promoter act | PKM2 act | Rab9 prom act | FLuc modulator | Gal4-VP16 FLuc | ELG1 genotox | Giardia killer | p53 reactivation
O=S(=O)(c1cc(Cl)ccc1Cl)n1cccn1 | -14% | 22% | 7% | -6% | -1% | 3% | 1% | -7% | 7% | -17 | -2%
C=CCn1c(SCC(=O)Nc2c(C)n(C)n(-c3ccccc3)c2=O)nc2sc(C)c(-c3ccccc3)c2c1=O | 41% | -14% | -32% | -3% | -3% | 2% | 3% | -6% | -12% | -19 | -1%
Cc1cc(NC(=O)c2ccc([N+](=O)[O-])cc2)no1 | -4% | -28% | 71% | ? | 0% | ? | -18% | ? | ? | -1 | -31%[inhibitor]
Cc1ccc(NC(=O)CN(C)C(=O)COC(=O)C(C)(C)Oc2ccc(Cl)cc2)cc1 | 7% | . | -7% | -3% | -6% | -1% | 2% | 0% | -7% | 5 | -2%
Oc1ccc(N=Cc2cc(Br)c(N3CCOCC3)o2)cc1 | -20% | -17% | -1% | 1% | 22% | -8% | -10% | ? | -3% | 11 | 9%
Cc1cc(CN(C)C(=O)c2cc(COc3ccc4ncccc4c3)on2)on1 | 7.9µM* | -2% | 0% | -16% | -2% | -20% | -16% | 3.2µM* | -2% | 0 | -1%
CCOc1ccc(CN(C)C(=O)CNC(=O)c2ccccc2)cc1 | 11% | -14% | -17% | 0% | . | -1% | 2% | 3% | 0% | 20 | 2%
Cc1csc(NS(=O)(=O)c2ccc(Cl)cc2)n1 | 27% | -17% | -5% | -4% | 27% | 9% | 1% | 7% | -5% | 11 | .
COc1cc(C(=O)OCCCN(C)C)cc(OC)c1OC | -1% | -5% | -18% | -2% | -2% | -6% | 3% | -6% | -1% | 4 | 4%
COc1cc(C(=O)NCc2nnc(SCC(=O)N3CCc4ccccc43)o2)cc(OC)c1OC | 17% | ? | 6% | -4% | 29% | -3% | 9% | -10% | -3% | -9 | -11%
CC/C(C)=N/NC(=O)c1[nH]c2ccc(C)cc2c1-c1ccccc1 | -35% | 17% | -37% | -2% | 2% | -3%[1.84 µM] | 3% | 1%[10 µM] | -1% | 35[activator] | 1%
CCOCCCNC(=O)C1CCN(S(=O)(=O)c2cc(Br)cc3c2N(C(=O)CC)CC3)CC1 | -20% | ? | -19% | 3% | . | -2% | 1% | -10% | -1% | -2 | 16%
COc1ccccc1C1CCN(C(=O)c2ccccc2)CC1 | -13% | ? | 11% | 1% | . | -3% | -1% | -5% | -12% | -13 | 13%
COc1ccc(S(=O)(=O)NC(C)C(=O)O)cc1 (configuration not stated) | -9% | 0% | -18% | 0% | -4% | -3% | -1% | 2% | 0% | 2 | 5%
C=CCN1C(=O)c2ccc(C(=O)Nc3ccccn3)cc2C1=O | . | . | -16% | -4% | . | -5% | ? | . | -2% | -9 | 4%
CC(=O)c1ccc(S(=O)(=O)Nc2ccc(C(=O)N(C)CC(=O)Nc3cccc(C)c3C)cc2)cc1 | . | . | -1% | 1% | . | 6% | 0% | . | 0% | 9 | -6%
COc1ccc(-c2ccc(-c3cc(=O)oc4c(C(C)C)ccc(C)c34)cc2)cc1 | -16% | 2% | 0% | . | . | . | . | 6% | 0% | -23 | 4%
CCCOc1ccc2c(CC)cc(=O)oc2c1C | 31% | -8% | 21% | -6% | 5% | -2% | ? | 2% | 9% | 19 | 14%
c1ccc2c(c1)CCc1c-2nc2ccccc2c1N1CCOCC1 | 2% | . | -33% | -3% | 2% | -13% | -10% | 25% | -7% | 5 | -3%
Cc1csc(NC(=O)c2sccc2C)n1 | -31% | 8% | ? | 1.8µM* | . | 0.89µM* | 11µM* | ? | ? | -22 | ?
CCCc1nnc(NC(=O)c2cccc(OC)c2)s1 | 7.1µM* | -4% | 7.1µM* | 3.2µM* | -15% | 4.5µM* | 24µM* | -17% | ? | -1 | 17%
COc1ccc(CNC(=O)CN(C(=O)c2csnn2)c2cccc3ccccc23)cc1 | 12% | 6% | 2% | -5% | -5% | 2% | 0% | 0% | -2% | 6 | -5%
COc1ccc(-c2nc3oc4cc(OC)ccc4c(=O)c3c(=O)n2Cc2ccco2)cc1 | -23% | -20% | -6% | 1% | ? | -2% | -2% | -3%[0.365 µM] | -4% | -1 | -11%
O=C(Nc1nc2ccccc2s1)C1CC(=O)N(c2ccc(Cl)cc2)C1 (configuration not stated) | -1% | 31%[activator] | 10% | 3% | 7% | -3% | -1% | -5% | -11% | -11 | -1%
O=C(NCCCN=C1NS(=O)(=O)c2ccccc21)c1ccc(S(=O)(=O)N2CCCCC2)cc1 | -19% | 4% | -74% | -3% | 3% | -3% | 8% | -12% | 3% | -7 | 4%
COC(=O)N/N=C/c1ccc(/C=N/NC(=O)OC)cc1 | 9% | 2% | -26% | -5% | -2% | -1% | -3% | 3% | 2% | -11 | 2%

Screens from PubChem.

These rows are one share of the data; count on the stated rates, not on these rows.
